M1 antag = blocks the rat M1 muscarinic receptor response to acetylcholine | CHO-M1 cells, Fluo-4 calcium, ACh EC80 antagonist mode; stronger effect = lower value | hit rate 3.4% among 64,000 | B-score at 10 µM;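 active = calcium fluorescence response, raw or row-and-column corrected B-score, differing from the plate sample mean either way at a set confidence level, mostly lower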
M1 ag = M1 muscarinic receptor agonism; AID 626; CHO-M1 cells, Fluo-4 calcium fluorescence, agonist mode; stronger effect = higher value; B-score at 10 µM; hit rate 3% among 64,000;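 active = fluorescence rise, raw or as B-score row- and column-corrected plate score, outside the 99.7% band of its plate's samples, either direction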
HEK293 NFkB inh = inhibitors of the PMA/ionomycin-induced NF-kB reporter in HEK293 cells | HEK-293 NF-kB luciferase reporter, luminescence | inhibition, % at 3 µM | hit rate 0.21% among 62,000 | AID 465;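 active = inhibition above the mean of all tested compounds plus 3 SD, cut at about 40% in these data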;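 note: 0% = stimulated DMSO wells and 100% = 10 µM reference inhibitor 5653914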
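Material: HEK-293 cells with stable firefly luciferase reporter driven by four HIV NF-kB elements / Also added: PMA plus ionomycin mix as NF-kB-activating stimulus / Compound dosing: 3 µM once, 0.30% DMSO / Times: 1 h pretreatment, 16 h stimulation, 37 °C / Signal: luminescence / Evaluation: per-plate % inhibition versus controls / Benchmarks: DMSO and 10 µM reference inhibitor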
TNAP act mid DEA = human TNAP activation, intermediate phosphate acceptor | P05186 | purified TNAP, CDP-star luminescence, 100 mM DEA, 30 min; stronger effect = higher value; scale: 0 levamisole-inhibited, 1 vehicle-only enzyme | activation factor at 20 µM | 64,000 tested, under 10 active | AID 813;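 active = activation factor of at least 2 at 20 µM, relative to controls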
Target sequence (P05186 whole entry, looked up): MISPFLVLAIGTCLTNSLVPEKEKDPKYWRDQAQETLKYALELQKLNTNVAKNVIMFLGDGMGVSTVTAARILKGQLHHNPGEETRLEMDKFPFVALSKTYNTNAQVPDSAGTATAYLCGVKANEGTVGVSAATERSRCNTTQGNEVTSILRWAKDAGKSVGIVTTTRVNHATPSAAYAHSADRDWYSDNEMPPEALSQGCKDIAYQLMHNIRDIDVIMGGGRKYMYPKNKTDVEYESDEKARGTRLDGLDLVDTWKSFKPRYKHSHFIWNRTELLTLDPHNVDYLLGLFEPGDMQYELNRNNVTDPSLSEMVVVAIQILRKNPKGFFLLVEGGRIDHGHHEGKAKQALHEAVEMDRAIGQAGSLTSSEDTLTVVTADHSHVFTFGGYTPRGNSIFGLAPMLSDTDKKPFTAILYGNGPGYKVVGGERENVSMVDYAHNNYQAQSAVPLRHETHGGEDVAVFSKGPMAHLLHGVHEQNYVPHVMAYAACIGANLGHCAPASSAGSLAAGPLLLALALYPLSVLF
Jurkat tox 60K = cytotoxicity toward Jurkat cells; Jurkat E6.1 viability, ATP luminescence, 48 h; inhibition, % at 4 µM; hit rate 1.2% among 56,000; AID 463;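 active = inhibition above the mean inhibition of all tested compounds plus 3 SD, cut at about 28% in these data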
E coli RNAP = Escherichia coli RNA polymerase inhibition; P0A8V2; E. coli RNA polymerase, fluorescence transcription assay; inhibition, %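 (tested at 10 µM)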; hit rate 0.2% among 62,000; AID 559; in the data active = inhibition above about 20%;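 note: 0% = enzyme without compound and 100% = no enzyme blank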
D1 mod = allosteric modulators of human D1 dopamine receptor; P21728; HEK293 D1, CRE-luciferase, dopamine EC30 potentiation; actives deviate in either direction; AID 641; B-score at 10 µM; hit rate 5.9% among 58,000;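 active = luminescence count or its row- and column-corrected plate score outside the 99.7% band of the plate's sample wells, on either side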
S1P1 ag pot = activates or potentiates agonism at human S1P1 receptor. P21453. S1P1 CRE-bla cells, forskolin, beta-lactamase FRET, potentiator mode; S1P1 agonist co-added at EC20, 2 nM; 100% = saturating reference agonist, 0% = basal. activation, % at 9.5 µM. hit rate 0.57% among 56,000;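 active = activation above a cutoff set at the mean activation of all tested compounds plus 3 SD, cut at about 54% in these data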;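 note: forskolin at 4 µM as EC80 and the EC20 agonist is SEW2871; 100% = SEW2871 at its EC100 plus forskolin at EC80; some compounds past the cut are filed as inactive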
Target sequence (P21453 whole entry, looked up): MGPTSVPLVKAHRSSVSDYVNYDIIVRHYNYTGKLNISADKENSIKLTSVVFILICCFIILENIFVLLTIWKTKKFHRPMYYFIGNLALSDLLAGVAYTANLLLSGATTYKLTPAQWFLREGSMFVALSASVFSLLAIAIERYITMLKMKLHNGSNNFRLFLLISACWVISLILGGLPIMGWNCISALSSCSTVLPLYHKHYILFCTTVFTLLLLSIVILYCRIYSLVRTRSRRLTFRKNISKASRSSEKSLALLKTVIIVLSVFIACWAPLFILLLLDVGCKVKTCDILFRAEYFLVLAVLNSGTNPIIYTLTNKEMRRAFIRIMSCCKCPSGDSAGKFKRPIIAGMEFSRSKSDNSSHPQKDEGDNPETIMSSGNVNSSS
S1P3 ag = agonists of human S1P3 receptor. S1P3 NFAT-BLA reporter cells, agonism, FRET ratio; relative to 1 µM S1P, basal subtracted. Q99500. activation, % at 4.5 µM. hit rate 0.1% among 60,000;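 active = activation above the screen-wide mean plus 3 SD, cut at about 4.5% in these data, passing the limit was not always enough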; note: some compounds called inactive have numbers as strong as hits
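Material: Human S1P3 NFAT-BLA reporter CHO cells | Incubation: Overnight plating, 4 h compound 37 °C, 2 h substrate RT | Signal: FRET β-lactamase substrate fluorescence, excitation 405 nm, 460/535 nm emission ratio, background-subtracted | Compound: 4.5 µM final, single dose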
* = called active by the depositor; x = no result given.

SMILES	M1 antag	M1 ag	HEK293 NFkB inh	TNAP act mid DEA	Jurkat tox 60K	E coli RNAP	D1 mod	S1P1 ag pot	S1P3 ag
CCc1ccc(-c2nc(CN3CCC(C(=O)N4CCN(c5ccccc5)CC4)CC3)c(C)o2)cc1	-2.9*	0.72	0	1	15	-2	1.4	22	-1.5
CC(=O)C1=C(C)NC(=O)NC1c1cccc(O)c1 (configuration not stated)	-0.0013	-0.41	-7	1	-1	4	-0.14	-8	-0.7
CCN(CC)c1ccc(NC(=O)c2cccc(C)c2OC)c(C)c1	0	0.97	-30	0.9	-4	5	-1	x	-0.3
CCCCn1c2c(c(=O)n(C)c1=O)C(CC(=O)OCC(=O)Nc1cccc(C(F)(F)F)c1)C(=O)N2 (configuration not stated)	1	0.25	10	1	9	6	x	-3	-1.4
O=C(CSc1nnnn1-c1ccccc1)Nc1ccc(Cl)cc1	-0.6	0.47	2	1	4	-3	0.015	-15	-0.7
c1ccc(-c2nc(N3CCN(c4ccccc4)CC3)nc(-n3ccnc3)n2)cc1	0.19	0.14	0	0.9	-1	-2	0.51	-13	-0.2
C=CCN(CC=C)C(=O)c1ccncc1	0.038	0.068	4	0.9	2	1	0.58	31	-0.8
COC(=O)NCC(c1cccnc1)N1CCN(c2ccccc2F)CC1 (configuration not stated)	0.14	0.023	8	0.9	-4	6	x	-15	-0.3
COc1ccccc1-c1nnc(SCC(=O)Nc2ccccc2)o1	1.5	0	13	1	3	10	-1.4	-7	0.2
COC(=O)c1ccc(NC(=O)c2ccccc2NS(C)(=O)=O)cc1	0.051	-1.2	15	0.9	-5	6	-0.78	9	0.0
Cn1nc(C(=O)OCC(=O)N2CCc3ccccc32)c2ccccc2c1=O	-0.28	-0.73	2	0.9	0	2	0.13	-17	-1.3
CCOC(=O)c1cnc(SCC(=O)c2ccccc2)nc1N	0.35	-0.9	-25	0.8	4	x	-0.84	-8	-1.8
O=C(O)CSc1nnc(CNc2ccccc2Cl)n1-c1ccccc1	3*	84*	14	0.9	2	6	-0.32	0	-2.5
CCOC(=O)c1ccc(OCC(=O)c2ccc(O)cc2O)cc1	-0.11	-1.1	-7	1	6	0	-1.7	17	-0.7
CCCCN(Cc1ccccc1)C(=O)c1cnc2n(c1=O)CCS2	-0.18	0.29	1	0.9	0	12	0.36	11	0.5
Cn1c(C(=O)NCCCN2CCN(c3ccccc3F)CC2)cc2c(=O)n(C)c3ccccc3c21	-1.7	0.53	15	0.8	4	4	-2.6*	-9	0.5
O=C(CCC1COc2ccccc2O1)Nc1ccccn1 (configuration not stated)	0.11	0.15	0	0.9	-3	10	3	-4	-0.3
CC(=O)Nc1cc(C(F)(F)F)ccc1N1CCOCC1	-0.48	-0.34	16	1	-4	13	0.49	-2	0.5
CCn1c(SCCN2CCCCC2)nnc1-c1ccc(S(=O)(=O)N2CCOCC2)cc1	-1.7	-0.01	5	0.9	3	9	-0.9	10	-0.7
CCCOc1ccc(Cn2c(O)cc(=O)[nH]c2=O)cc1	-0.4	-1.2	x	1	x	11	x	11	-1.6

Twelve of the compounds above, with two lines to a compound.
Each structure is followed by: M1 antag | M1 ag | HEK293 NFkB inh | TNAP act mid DEA | Jurkat tox 60K | E coli RNAP | D1 mod | S1P1 ag pot | S1P3 ag
- COc1ccccc1-c1nnc(SCC(=O)Nc2ccccc2)o1
    1.5 | 0 | 13 | 1 | 3 | 10 | -1.4 | -7 | 0.2
- COC(=O)c1ccc(NC(=O)c2ccccc2NS(C)(=O)=O)cc1
    0.051 | -1.2 | 15 | 0.9 | -5 | 6 | -0.78 | 9 | 0.0
- Cn1nc(C(=O)OCC(=O)N2CCc3ccccc32)c2ccccc2c1=O
    -0.28 | -0.73 | 2 | 0.9 | 0 | 2 | 0.13 | -17 | -1.3
- CCOC(=O)c1cnc(SCC(=O)c2ccccc2)nc1N
    0.35 | -0.9 | -25 | 0.8 | 4 | x | -0.84 | -8 | -1.8
- O=C(O)CSc1nnc(CNc2ccccc2Cl)n1-c1ccccc1
    3* | 84* | 14 | 0.9 | 2 | 6 | -0.32 | 0 | -2.5
- CCOC(=O)c1ccc(OCC(=O)c2ccc(O)cc2O)cc1
    -0.11 | -1.1 | -7 | 1 | 6 | 0 | -1.7 | 17 | -0.7
- CCCCN(Cc1ccccc1)C(=O)c1cnc2n(c1=O)CCS2
    -0.18 | 0.29 | 1 | 0.9 | 0 | 12 | 0.36 | 11 | 0.5
- Cn1c(C(=O)NCCCN2CCN(c3ccccc3F)CC2)cc2c(=O)n(C)c3ccccc3c21
    -1.7 | 0.53 | 15 | 0.8 | 4 | 4 | -2.6* | -9 | 0.5
- O=C(CCC1COc2ccccc2O1)Nc1ccccn1 (configuration not stated)
    0.11 | 0.15 | 0 | 0.9 | -3 | 10 | 3 | -4 | -0.3
- CC(=O)Nc1cc(C(F)(F)F)ccc1N1CCOCC1
    -0.48 | -0.34 | 16 | 1 | -4 | 13 | 0.49 | -2 | 0.5
- CCn1c(SCCN2CCCCC2)nnc1-c1ccc(S(=O)(=O)N2CCOCC2)cc1
    -1.7 | -0.01 | 5 | 0.9 | 3 | 9 | -0.9 | 10 | -0.7
- CCCOc1ccc(Cn2c(O)cc(=O)[nH]c2=O)cc1
    -0.4 | -1.2 | x | 1 | x | 11 | x | 11 | -1.6

Additional entries follow.
SMILES	M1 antag	M1 ag	HEK293 NFkB inh	TNAP act mid DEA	Jurkat tox 60K	E coli RNAP	D1 mod	S1P1 ag pot	S1P3 ag
C=CCn1c(-c2cccc(Cl)c2)n[nH]c1=S	0.0074	0.0072	9	0.8	2	7	0.16	-3	-0.1
Cc1ccccc1-c1coc2cc(O)ccc2c1=O	-0.19	-0.63	-2	0.9	-5	1	0.43	9	-0.9
COC(=O)c1ccc(C)c(NS(=O)(=O)c2ccc3c(c2)OCCO3)c1	0.14	-1.5	33	0.9	92*	4	-0.094	5	-0.7
O=C(Nc1ccc(Cl)cc1C(=O)NCC1CCCO1)c1ccco1 (configuration not stated)	0.093	-0.44	10	1	8	0	0.98	-18	-0.6
CCC(c1nnnn1C(C)(C)C)N1CCN(c2cc(Cl)ccc2C)CC1 (configuration not stated)	-0.29	0.59	12	0.9	4	1	-0.54	-4	-1.6
Cc1c(-n2c(CN3C(=O)c4ccccc4C3=O)nc3ccccc3c2=O)c(=O)n(-c2ccccc2)n1C	1.5*	-1.5	7	1	-4	-9	-1.8	-11	-0.3
Cc1ccc(NCc2nnc(SCC(=O)c3ccccc3)n2Cc2ccco2)c(C)c1	0.26	-0.56	22	1	x	10	-0.56	x	x
O=C(CSc1ncnc2c1cnn2-c1ccccc1)Nc1ccccc1	0.016	-0.41	2	0.9	8	4	-1.7	7	-0.8
Cc1sc2ncn(CC(=O)OC(C)C(=O)NC(C)(C)C)c(=O)c2c1C (configuration not stated)	-1.1	0.81	14	1	x	7	0.19	x	x
CN(CCCNC(=O)COc1cc(=O)n(C)c2ccccc12)Cc1ccccc1	0.43	-1.3	6	1	-4	6	0.21	-20	-0.8
Cc1ccc(S(=O)(=O)C(C#N)c2nc3ccccc3nc2N2CC(C)OC(C)C2)cc1C (configuration not stated)	-0.2	-0.14	10	0.8	-7	7	0.8	-8	0.2
CCCCS(=O)(=O)/C=C\C1C2C=CC(C2)C1S(=O)(=O)CCCC (configuration not stated)	0.22	-0.018	22	0.8	6	-5	-0.22	-17	-1.1
Cc1ccc(CNC(=O)CN2CCN(Cc3ccc(C)cc3)C2=O)cc1	0.13	-0.5	13	1	x	-8	-0.043	x	x
Cc1ccc2cc(C(c3nnnn3C(C)(C)C)N3CCCC3)c(=O)[nH]c2c1C (configuration not stated)	0.54	-0.57	15	0.9	-3	12	0.18	7	-0.4
CCOC(=O)N1CCN(C(=O)c2ccc(S(=O)(=O)c3ccc(C)cc3)c(NC(C)=O)c2)CC1	0.15	-0.014	6	1	-2	1	-0.78	-35	-0.2
CCOc1ccc(-c2nnn(CC(=O)c3cc(OC)ccc3OC)n2)cc1	-0.075	0.00026	21	1	8	-5	x	18	-0.7
C=CCN(C(=O)CSc1nc2[nH]ncc2c(=O)n1-c1ccccc1OC)c1ccccc1	0.32	-0.79	11	1.2	0	-2	-0.18	-15	-0.1
Cn1nc(CC(=O)NC2CCCCCC2)c2ccccc2c1=O	-0.043	-1	5	1	19	4	-1.3	42	-1.6
CC(=O)Nc1ccc(S(=O)(=O)NCCN2CCOCC2)cc1	0.12	0.0084	19	0.9	4	10	0.11	-30	-0.9
Cc1cc2c3c(c1C)C1(C(=O)N3C(C)(C)CC2C)C(C#N)=C(N)Oc2n[nH]c(C)c21 (configuration not stated)	1.6	0.74	12	1	-2	-12	-1.1	x	-0.4

2 entries from above, field by field:
CCOc1ccc(-c2nnn(CC(=O)c3cc(OC)ccc3OC)n2)cc1
  M1 antag: -0.075
  M1 ag: 0.00026
  HEK293 NFkB inh: 21
  TNAP act mid DEA: 1
  Jurkat tox 60K: 8
  E coli RNAP: -5
  D1 mod: x
  S1P1 ag pot: 18
  S1P3 ag: -0.7
Cc1ccc(CNC(=O)CN2CCN(Cc3ccc(C)cc3)C2=O)cc1
  M1 antag: 0.13
  M1 ag: -0.5
  HEK293 NFkB inh: 13
  TNAP act mid DEA: 1
  Jurkat tox 60K: x
  E coli RNAP: -8
  D1 mod: -0.043
  S1P1 ag pot: x
  S1P3 ag: x

The listing continues:
SMILES	M1 antag	M1 ag	HEK293 NFkB inh	TNAP act mid DEA	Jurkat tox 60K	E coli RNAP	D1 mod	S1P1 ag pot	S1P3 ag
Cc1ccccc1C(=O)Nc1cccc(N)c1	0.39	0.51	0	0.9	8	-2	-0.021	x	-0.7
CCN(Cc1ccncc1)S(=O)(=O)c1ccc(C(C)=O)cc1	-0.52	-0.11	13	0.9	30*	9	-0.93	24	-0.1
Cc1cc(NCc2ccccc2)nc(-c2ccccc2O)n1	-0.2	-0.039	10	0.9	9	1	0.84	x	-1.3
C=C(c1cccc2ccccc12)P(=O)(O)O	2	-0.016	17	0.8	-1	7	-0.43	-29	-0.8
COc1cccc(C2C(C(=O)Nc3ccc(C)cc3C)=C(C)Nc3ncnn32)c1OC (configuration not stated)	0.51	0.38	13	0.9	-9	15	-0.067	8	-0.6
